Source: PubChem (The Scripps Research Institute Molecular Screening Center)
hgDAF-12 ag – agonists of H. glycines DAF-12 nuclear receptor; 1.8% of 370,000 active; HEK293 GAL4-hgDAF12 UAS-luciferase reporter, agonist luminescence; normalized to butyrate control; activation, % at 6.8 µM; AID 687014;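 active = activation above a cutoff set at the mean of all screened compounds plus 3 SD, cut at about 10% in these data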;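 note: 0% = DMSO wells and 100% = sodium butyrate wells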
hcDAF-12 act – activates DAF-12 receptor from parasite H. contortus | HEK293 hcDAF-12 lit1-tk-luc reporter, luminescence; 0% DMSO, 100% Δ7-dafachronic acid | activation, % at 6.8 µM | 1.4% of 370,000 active | AID 652067;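 active = activation above the mean of all tested compounds plus 3 SD, cut at about 5.5% in these data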;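 note: 100% = response to 3 µM Δ7-dafachronic acid high control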
sPLA2-III inh – Blocks human group III sPLA2 activity; inhibition, % at 12.2 µM; AID 743126; QFRET BODIPY PC-A2 liposome hydrolysis, fluorescence; Q9NZ20; 0.56% of 370,000 active;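 active = inhibition above mean plus 3 SD of compounds lying within the high and low control bounds, cut at about 19% in these data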;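 note: 0% = median of test compound wells and 100% = no enzyme DMSO wells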
ADAM10 inh – ADAM10 inhibition, QFRET primary screen. recombinant ADAM10, EDANS/DABCYL FRET peptide cleavage, 3 h. inhibition, % at 7 µM. 0.62% of 370,000 active;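 active = inhibition above a per-campaign cutoff equal to the mean of compounds falling between control-based bounds plus 3 SD, cut at about 20% in these data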;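 note: 0% = DMSO wells while the 100% control is not disclosed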
DAX1 inh-1 – inhibitors of human orphan nuclear receptor DAX1 (NR0B1); P51843; HEK293 Gal4-DAX1 luciferase reporter, luminescence; inhibition, % at 6.75 µM; 0.99% of 340,000 active; AID 504766;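 active = inhibition above the mean over all tested compounds plus 3 SD, cut at about 4.2% in these data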;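 note: 0% = DAX1-transfected cells with DMSO and 100% = empty-vector control cells with DMSO; inhibition shows as a rise in luminescence from relieved DAX1 repression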
Target sequence (P51843 207-470 limits assumed): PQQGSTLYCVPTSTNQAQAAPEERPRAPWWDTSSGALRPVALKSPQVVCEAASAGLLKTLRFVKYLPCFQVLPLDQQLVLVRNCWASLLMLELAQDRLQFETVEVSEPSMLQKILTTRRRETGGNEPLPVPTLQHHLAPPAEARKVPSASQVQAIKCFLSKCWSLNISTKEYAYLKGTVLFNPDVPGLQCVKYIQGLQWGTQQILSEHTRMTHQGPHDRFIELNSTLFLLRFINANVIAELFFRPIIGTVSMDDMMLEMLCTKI
FXN GAA850 act – activators of GAA850 frataxin (FXN) promoter. AID 540364. HEK293 lucGAA850 FXN promoter luciferase reporter, 24 h; percent of 10 µM SAHA response. 0.56% of 360,000 active. activation, % at 6 µM;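 active = activation above the average of all compounds screened plus 3 SD, cutoff fixed separately per campaign, cut at about 7.5% in these data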;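 note: 0% = DMSO wells and 100% = 10 µM SAHA wells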
DAX1 inh-2 – blocks DAX1 repression of SF-1 activated StAR promoter; HEK293T StAR-luciferase reporter, SF-1/DAX-1 repression relief; 1.1% of 370,000 active; AID 652010; inhibition, % at 6.8 µM;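 active = inhibition above the mean over all tested compounds plus 3 SD, cut at about 3.6% in these data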;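 note: 0% = DAX-1 cells with DMSO and 100% = cells lacking DAX-1 with DMSO; higher inhibition means more luminescence from relief of DAX-1 repression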
PLCg1 inh – blocks human PLC-gamma1 enzyme activity. P19174. purified PLC-gamma1, fluorogenic substrate, fluorescence. inhibition, % at 12.2 µM. 0.84% of 370,000 active; in the data active = inhibition above about 9.5%
ADAM17 inh – inhibits human ADAM17. recombinant ADAM17, EDANS/DABCYL FRET peptide cleavage. 0.83% of 370,000 active. P78536. AID 720648. inhibition, % at 6.95 µM;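 active = inhibition above the mean of compounds lying between control limits plus 3 SD, set per campaign, cut at about 8.5% in these data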;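 note: 0% = DMSO-only wells as the low control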
Target sequence (P78536 215-824 limits assumed): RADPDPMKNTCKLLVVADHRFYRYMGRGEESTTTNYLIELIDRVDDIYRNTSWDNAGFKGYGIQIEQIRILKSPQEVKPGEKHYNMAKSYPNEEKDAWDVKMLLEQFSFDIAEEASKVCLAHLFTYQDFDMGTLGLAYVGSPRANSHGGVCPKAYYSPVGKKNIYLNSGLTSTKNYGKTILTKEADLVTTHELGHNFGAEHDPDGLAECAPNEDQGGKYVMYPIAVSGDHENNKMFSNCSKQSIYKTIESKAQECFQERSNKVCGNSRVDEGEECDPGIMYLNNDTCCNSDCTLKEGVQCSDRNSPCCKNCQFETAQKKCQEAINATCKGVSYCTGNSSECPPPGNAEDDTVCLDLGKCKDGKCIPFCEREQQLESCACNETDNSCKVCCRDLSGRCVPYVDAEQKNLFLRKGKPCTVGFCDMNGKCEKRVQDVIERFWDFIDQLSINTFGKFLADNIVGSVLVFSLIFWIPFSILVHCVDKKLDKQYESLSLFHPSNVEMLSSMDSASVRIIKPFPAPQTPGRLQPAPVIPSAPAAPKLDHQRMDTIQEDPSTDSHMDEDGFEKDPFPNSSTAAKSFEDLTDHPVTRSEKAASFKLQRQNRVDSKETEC
PLCb3 inh – blocks human PLC-beta3 enzyme activity. Q01970. Purified PLC-beta3, fluorogenic substrate, fluorescence. inhibition, % at 12.2 µM. 0.18% of 370,000 active. AID 720704; in the data active = inhibition above about 11%;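 note: 0% = median of compound wells on plate and 100% = full blocker control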
ssDAF-12 act – activators of S. stercoralis DAF-12 nuclear receptor; HEK293 ssDAF-12/GRIP1 lit1-tk-luc reporter, luminescence; % of 3 µM dafachronic acid response; AID 652126; activation, % at 6.8 µM; 1% of 370,000 active;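 active = activation above the mean over all tested compounds plus 3 SD, cut at about 0.9% in these data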;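 note: 0% = DMSO-only wells and 100% = 3 µM delta7-dafachronic acid wells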
* marks the source's active call; other numbers are inactive results; i = inactive; nt = no result given.

Order of values: hgDAF-12 ag	hcDAF-12 act	sPLA2-III inh	ADAM10 inh	DAX1 inh-1	FXN GAA850 act	DAX1 inh-2	PLCg1 inh	ADAM17 inh	PLCb3 inh	ssDAF-12 act
#1 COc1cc2ccc(C(=O)O)cc2cc1OC
  -0.8	3.9	5.3	-6.8	0.9	-2.2	-0.4	-1.5	-2.5	-0.8	-0.8
#2 COC(=O)c1ccccc1NC(=O)NCc1cccnc1
  0.5	-0.1	8.0	-16.8	0.4	-1.4	-0.7	-5.8	-6.3	-0.6	-1.1
#3 C=CC1=C2C=C(C3CC3)N(C3CC3)C=C2C(=O)C(C)(OC(=O)c2ccco2)C1=O (centres undefined)
  0.0	-0.1	0.3	-16.4	-0.2	-0.4	0.8	-45.3	-1.9	-68.2	-1.5
#4 COc1cccc(C=NN(C)c2c([N+](=O)[O-])cc(C(F)(F)F)cc2[N+](=O)[O-])c1O
  1.1	-1.4	2.8	23.7*	nt	nt	0.1	2.5	11.8*	2.4	-1.2
#5 c1ccc(Oc2cccc(CN3CCOCC3)c2)cc1
  -0.4	0.0	1.9	1.5	2.4	1.8	0.1	1.4	-2.0	2.3	-1.5
#6 Cc1ccc(NC(=O)CCC(=O)N/N=C/c2cc([N+](=O)[O-])ccc2O)cc1
  1.5	0.3	-6.8	0.8	-0.9	1.4	0.4	0.5	0.2	2.6	-1.1
#7 Oc1ccccc1Cn1c(-c2ccccc2O)nc2ccccc21
  1.2	0.5	-21.6	-95.5	-1.0	0.6	-0.4	i	-39.4	i	-1.9
#8 CCC(=O)Nc1ccc(C(=O)COC(=O)CCN2C(=O)C3CC=CCC3C2=O)cc1 (centres undefined)
  2.0	4.7	-1.2	-2.9	1.1	1.4	-1.4	-5.2	-1.2	-9.0	-0.4
#9 Cc1c[n+]([O-])ccc1Oc1ccc([N+](=O)[O-])cc1
  0.0	-0.6	5.0	1.1	0.5	3.1	0.6	-2.3	-2.5	4.0	-0.6
#10 O=C1C2C(C(=O)N1CCN1CCN(Cc3ccc([N+](=O)[O-])cc3)CC1)[C@H]1C=C[C@@H]2C1 (some centres undefined)
  -3.0	-3.0	3.8	-1.4	-1.8	1.9	0.4	8.6	3.1	-3.1	-2.2
#11 N=C1SCC(=O)N1c1nc(-c2ccccc2)cs1
  5.2	2.8	-6.7	-3.8	1.8	6.8	1.7	0.7	-2.3	3.9	-0.1
#12 CC1CCCN(CCCNS(=O)(=O)c2ccc3c(c2)CCN3C(=O)C2CC2)C1 (centres undefined)
  -1.9	-1.3	2.2	4.9	-0.1	1.4	0.6	0.1	-3.1	-7.7	-1.3
#13 CNC(=O)CCSc1ccc(C)cc1
  1.7	-0.3	0.9	2.0	0.1	3.9	-0.9	1.4	-1.1	1.7	-1.6
#14 C#Cc1ccc([C@H]2C=C(C(=O)O)O[C@@H](OCCCCO)C2)cc1
  1.9	-0.4	5.6	-0.7	-0.5	0.2	0.2	-8.9	-5.6	-13.4	-1.4
#15 CCN1CCCC1CNC(=O)c1ccc(Sc2ccccc2Cl)c([N+](=O)[O-])c1 (centres undefined)
  5.0	2.8	-0.6	0.3	1.0	1.7	0.5	1.2	-5.1	-2.9	-1.8
#16 COc1ccccc1NC(=O)C1CCCN(S(=O)(=O)c2ccccc2)C1 (centres undefined)
  -2.0	-1.0	-0.4	-8.3	-0.9	-0.4	-2.2	1.8	-4.1	-3.3	-1.4
#17 CC(=O)Nc1ccc(S(=O)(=O)Nc2cccc(-c3cn4c(n3)SCC4)c2)cc1
  -4.7	1.3	-15.7	0.6	1.6	1.5	-0.5	0.0	0.8	1.4	-0.2
#18 CCOc1nc(NCCN2CCOCC2)nc(Nc2ccc([N+](=O)[O-])cc2)n1
  -1.0	2.8	-1.0	8.8	-1.7	0.4	-0.4	3.3	3.1	1.6	-0.2
#19 Cc1ccc(NC(=S)N(CCN(C)C)Cc2cc3cccc(C)c3[nH]c2=O)cc1
  0.4	5.3	-4.5	-10.7	0.1	0.2	0.5	-4.5	-4.6	-2.5	1.7*
#20 Cc1ccc(-c2c[nH]c(=S)n2-c2ccccc2)cc1
  2.8	0.5	11.8	3.3	1.9	4.0	-0.9	2.4	3.6	0.7	-1.1
#21 CC12CN(C(=O)c3ccc([N+](=O)[O-])cc3)CC(C)(CN(C(=O)c3ccc([N+](=O)[O-])cc3)C1)C2=O
  3.5	-1.2	8.9	0.3	nt	nt	0.5	5.1	-3.5	-9.5	-0.9
#22 CCOc1ccc(S(=O)(=O)N(CC(=O)NCC2CCCO2)c2ccc(F)cc2)cc1 (centres undefined)
  -1.0	-2.0	4.8	-9.5	-0.9	-1.0	-0.3	1.9	-4.6	-6.4	-1.0
#23 Cc1ccc(NC(=O)CSc2nnc(NC(=O)C3CC3)s2)cc1C
  1.5	0.2	3.7	11.3	0.5	-0.5	0.3	6.1	-0.2	-7.7	-0.8
#24 O=c1c2[nH]c3ccccc3c2ncn1Cc1ccncc1
  0.1	-0.8	17.2	-57.9	0.8	0.0	0.1	-0.2	-14.5	-4.7	-0.9
#25 COc1ccc(OC)c(CN2C(=O)c3ccccc3C2c2nnnn2-c2ccc3c(c2)OCCO3)c1 (centres undefined)
  -3.9	-1.6	6.9	-5.4	nt	nt	-2.2	2.5	-2.6	1.5	-0.8
#26 c1coc(CSSCc2ccco2)c1
  0.9	1.2	8.5	-18.3	3.2	3.6	-0.9	13.1*	3.6	-17.9	-1.1
#27 COc1ccc(C(=O)NCCc2cn3ccccc3n2)cc1
  -0.6	-1.1	13.1	-18.1	0.6	1.9	0.3	3.6	-5.3	-8.4	-1.5
#28 O=C(CNC(=O)c1ccc(Br)cc1)N/N=C/c1ccc[nH]1
  3.5	-0.7	-2.4	1.0	0.4	0.6	-0.8	-0.3	4.1	1.7	-1.9
#29 O=C(CCc1ccccc1)N[C@H]1[C@H](OC(=O)c2ccc3ccccc3n2)CCC[C@@]12C(=O)N(Cc1ccccc1)c1ccccc12
  0.6	-1.2	-11.0	10.7	nt	nt	-0.2	2.0	4.9	-2.6	-1.4
#30 O=C1c2ccccc2C(=O)N1CCc1ccccc1
  7.2	6.2*	-2.5	6.1	3.5	4.0	0.3	0.7	-1.1	-1.9	0.9*
#31 CC(Oc1ccccc1)C(=O)N=Nc1c(O)[nH]c2ccc([N+](=O)[O-])cc12 (centres undefined)
  0.1	0.3	-1.6	4.8	1.1	0.4	-0.5	0.7	4.0	-0.4	-1.3
#32 C/C(CCc1ccc2c(c1)OCO2)=N\N=C(/N)SC1CC(=O)N(c2ccc(Cl)cc2)C1=O (centres undefined)
  1.7	-1.2	-3.4	2.7	-1.6	-0.1	-0.8	-12.0	2.7	-9.8	-1.4
#33 CCc1ccc(CN(C)CCc2ccccn2)cc1
  0.1	-0.2	5.3	-10.5	-0.2	0.5	-0.8	1.9	-1.1	3.6	-1.0
#34 Cc1ccc(O)c(C2=Nc3ccccc3N=C(c3ccc([N+](=O)[O-])cc3)C2)c1
  6.1	4.7	4.4	-5.5	-0.3	4.8	0.8	-5.8	-3.1	-4.6	1.0*
#35 O=Cc1cn(CCOc2ccccc2F)c2ccccc12
  0.7	0.4	-7.9	7.5	1.1	3.1	-0.9	0.0	-1.1	-8.4	-1.4
#36 Cc1cccc(-c2nsc(SCC(=O)c3ccc(Cl)cc3)n2)c1
  4.2	1.2	3.4	0.5	-0.1	1.4	0.3	-1.2	-3.2	-2.1	0.1
#37 O=C(C(=Cc1ccc(F)cc1)c1ccccc1)c1ccc(O)cc1
  -2.5	-2.2	-38.6	23.7*	0.3	2.1	-0.8	-1.3	9.6*	1.4	-0.8
#38 Brc1ccc2[nH]ncc2c1
  1.3	-0.5	3.4	2.8	-0.6	4.2	0.2	-1.9	-2.7	-1.1	-1.5
#39 C#CCNC(=O)C[C@H]1C[C@@]2(C(=O)OC)C(=C[C@H](COCc3ccccc3)O[C@@H]2C)N(Cc2cccc3ccccc23)C1=O
  -2.7	-3.3	-9.9	3.2	nt	nt	-0.7	-1.2	-0.2	0.4	-1.8
#40 NC(=O)CSc1nc2ccccc2n1Cc1ccccc1
  -0.3	-0.9	3.3	-4.0	0.1	-0.5	-0.4	-1.0	-4.1	-3.2	-1.4
#41 N#Cc1cccc(-n2nnnc2-c2ccc3c(c2)OCO3)c1
  -0.1	-1.0	6.6	-2.3	1.4	4.7	-0.2	-0.2	-1.8	-0.1	-1.2
#42 COC(=O)C[C@H]1C[C@H]2c3cc(NS(=O)(=O)c4cccc(OC)c4)ccc3O[C@H]2[C@@H](CO)O1
  4.2	-2.0	-1.2	-3.9	0.8	-2.6	-2.5	0.1	-0.9	-1.6	-0.8
#43 CC(=O)N1CCN(C(=O)c2ccc(NS(=O)(=O)c3cc(C)ccc3C)cc2)CC1
  2.2	-1.4	5.3	-6.9	0.1	-0.2	0.9	2.3	2.5	-4.6	-0.2
#44 O=C1N=C(c2ccccc2)S/C1=C\c1cccs1
  1.0	1.4	0.8	3.2	0.8	-0.3	0.9	-12.1	-2.7	-11.7	-0.8
#45 Cc1sc(NC(=O)c2cccc(N3C(=O)CCC3=O)c2)nc1-c1ccccc1
  -0.6	-1.0	-22.2	-12.2	-1.1	0.2	-1.2	-52.2	-0.6	-97.8	-0.9
#46 Cc1cc(NC(=O)CSc2nncn2-c2ccccc2)no1
  0.9	0.1	-3.2	-4.3	0.0	0.1	-0.7	-8.7	-2.2	-3.9	-1.3
#47 CCOc1ccccc1OCC(=O)Nc1cc(C)on1
  0.6	0.0	5.4	-18.8	0.9	-0.1	0.4	3.9	-3.2	-4.1	-1.5
#48 COc1ccc2c(CC(=O)NCc3cccs3)coc2c1
  0.0	1.1	4.5	-18.6	0.2	3.4	-0.6	-19.0	-7.5	-39.1	-1.4

In the list so far, four have fluorine.
Order of values: hgDAF-12 ag	hcDAF-12 act	sPLA2-III inh	ADAM10 inh	DAX1 inh-1	FXN GAA850 act	DAX1 inh-2	PLCg1 inh	ADAM17 inh	PLCb3 inh	ssDAF-12 act
#4 COc1cccc(C=NN(C)c2c([N+](=O)[O-])cc(C(F)(F)F)cc2[N+](=O)[O-])c1O
  1.1	-1.4	2.8	23.7*	nt	nt	0.1	2.5	11.8*	2.4	-1.2
#22 CCOc1ccc(S(=O)(=O)N(CC(=O)NCC2CCCO2)c2ccc(F)cc2)cc1 (centres undefined)
  -1.0	-2.0	4.8	-9.5	-0.9	-1.0	-0.3	1.9	-4.6	-6.4	-1.0
#35 O=Cc1cn(CCOc2ccccc2F)c2ccccc12
  0.7	0.4	-7.9	7.5	1.1	3.1	-0.9	0.0	-1.1	-8.4	-1.4
#37 O=C(C(=Cc1ccc(F)cc1)c1ccccc1)c1ccc(O)cc1
  -2.5	-2.2	-38.6	23.7*	0.3	2.1	-0.8	-1.3	9.6*	1.4	-0.8
